PHOSPHO1 block – PHOSPHO1 (human) inhibition; Q8TCT1; recombinant PHOSPHO1, absorbance phosphatase assay; inhibition, % at 13.3 µM; hit rate 1.1% among 290,000; AID 1565; in the data active = inhibition above about 60%
Target sequence (Q8TCT1 whole entry, looked up): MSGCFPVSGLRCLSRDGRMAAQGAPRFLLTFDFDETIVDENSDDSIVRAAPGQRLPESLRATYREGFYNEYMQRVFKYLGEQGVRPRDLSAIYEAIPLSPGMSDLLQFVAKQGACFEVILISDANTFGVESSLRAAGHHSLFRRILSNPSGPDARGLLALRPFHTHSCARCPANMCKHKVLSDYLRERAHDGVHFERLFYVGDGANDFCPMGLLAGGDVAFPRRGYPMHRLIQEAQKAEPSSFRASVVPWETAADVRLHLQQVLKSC
MEKK3 PB1 HTS – MEKK3-MEK5 PB1 interaction, increase or decrease; Q99759; bead-based flow cytometry, Alexa488-MEK5 binding to MEKK3; actives lie on both sides; 0 = blocked by unlabeled MEK5, 100 = vehicle; binding response (% of control), % at 10 µM; hit rate 1.4% among 290,000;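 active = binding response more than 3 SD above or below the average of its plate-row segment, actives on both sides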;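 also: Alexa488 bead fluorescence after subtracting the streptavidin-only scavenger bead signal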
Target sequence (Q99759 whole entry, looked up): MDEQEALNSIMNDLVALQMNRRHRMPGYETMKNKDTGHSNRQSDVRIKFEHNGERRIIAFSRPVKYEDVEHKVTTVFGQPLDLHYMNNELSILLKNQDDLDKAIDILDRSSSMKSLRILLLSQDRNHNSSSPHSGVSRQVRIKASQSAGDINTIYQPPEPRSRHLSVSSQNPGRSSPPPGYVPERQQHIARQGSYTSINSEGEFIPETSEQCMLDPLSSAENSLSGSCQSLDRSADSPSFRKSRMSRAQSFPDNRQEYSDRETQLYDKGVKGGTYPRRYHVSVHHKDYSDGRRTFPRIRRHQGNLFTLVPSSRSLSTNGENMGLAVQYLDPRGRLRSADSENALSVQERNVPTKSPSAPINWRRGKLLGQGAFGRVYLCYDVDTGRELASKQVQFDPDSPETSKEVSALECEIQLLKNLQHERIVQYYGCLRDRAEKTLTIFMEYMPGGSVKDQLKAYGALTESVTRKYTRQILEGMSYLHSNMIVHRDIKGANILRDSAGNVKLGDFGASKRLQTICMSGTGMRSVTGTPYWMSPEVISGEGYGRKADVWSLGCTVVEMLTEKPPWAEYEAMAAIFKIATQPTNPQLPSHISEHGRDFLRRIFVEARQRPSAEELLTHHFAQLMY
IMP-1 inh – blocks Pseudomonas aeruginosa IMP-1 metallo-beta-lactamase. purified IMP-1, nitrocefin hydrolysis, epi-absorbance fluorescence. inhibition, % at 5.6 µM. hit rate 0.45% among 290,000. AID 1556;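 active = inhibition above the mean plus 3 SD of all compounds in the same screening run, cut at about 4.5% in these data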;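 also: 0% = IMP-1 with DMSO and 100% = DMSO wells lacking enzyme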
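assay system = purified recombinant IMP-1 metallo-beta-lactamase enzyme | schedule = 15 min preincubation plus 25 min reaction at 25 °C | signal = Epi-absorbance fluorescence, 480 nm excitation, 530 nm emission | read-out basis = percent inhibition from optical density relative to buffer-blank wells | controls = IMP-1 with DMSO as 0%, enzyme-free DMSO as 100%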
IDE cell activ – IDE (human) activation, cell-based; P14735; HEK cells, FAbeta-B cleavage, fluorescence polarization; 0% vehicle, 100% cell-free pure enzyme wells; activation, % at 5.96 µM; hit rate 0.073% among 340,000; AID 493087;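 active = activation above the mean of all tested compounds plus 3 SD, set per screening campaign, cut at about 17% in these data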
VIM-2 inhibitor – inhibitors of Pseudomonas aeruginosa VIM-2 metallo-beta-lactamase; inhibition, % at 5.6 µM; purified VIM-2, nitrocefin hydrolysis, epi-absorbance fluorescence; hit rate 0.89% among 290,000;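 active = inhibition above the mean of all tested compounds plus 3 SD, cutoff set per screening run, cut at about 7.5% in these data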;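 also: red hydrolysis product quenches plate fluorescence so inhibitors raise well fluorescence; 0% = enzyme with DMSO and 100% = DMSO without enzyme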
NS3 helicase inh – blocks Hepatitis C virus NS3 helicase unwinding. NS3 helicase DNA unwinding, Cy5 molecular beacon fluorescence. inhibition, % at 10.9 µM. hit rate 0.56% among 290,000. AID 1800;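 active = inhibition above the mean of all tested compounds plus 3 SD, set per campaign, cut at about 35% in these data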;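 also: 0% = DMSO wells and 100% = thioflavine S control wells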
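Test system: hepatitis C virus NS3 helicase domain fragment enzyme. Also added: annealed dual-labelled DNA beacon duplex, ATP-started. Timing: 60 min unwinding reaction at 25 °C after ATP addition. Technique: Cy5 fluorescence. Measure: % inhibition of unwinding.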
DNA FID counter – displaces DNA intercalator in HCV helicase counter-screen | DNA fluorescent intercalator displacement, fluorescence | inhibition, % at 7.9 µM | hit rate 0.17% among 290,000 | AID 1845; in the data active = inhibition above about 37%;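 also: 0% = vehicle and 100% = reference compound; higher means more ethidium bromide displaced from hairpin DNA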
UBC9 SUMO inh – blocks human SUMOylation mediated by UBC9; HTRF SUMOylation assay, SAE1/SAE2 + UBC9, in vitro; hit rate 0.36% among 290,000; inhibition, % at 35 µM; P63279; in the data active = inhibition above about 50%, passing the limit was not always enough; also: strong numbers were not always called active
Target sequence (P63279 whole entry, looked up): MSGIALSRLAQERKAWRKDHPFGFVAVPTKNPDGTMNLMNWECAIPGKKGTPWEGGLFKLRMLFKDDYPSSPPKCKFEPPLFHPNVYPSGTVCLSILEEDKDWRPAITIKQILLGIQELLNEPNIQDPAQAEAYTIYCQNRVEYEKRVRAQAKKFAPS
p-CIP stab down – lowers stability of the mouse p/CIP coactivator protein. hit rate 0.01% among 290,000. Q05BA5. F442A p/CIP-EGFP cells, EGFP fluorescence, 16 h. decrease of EGFP signal, % at 10 µM;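 active = EGFP signal decrease of at least 30% at 10 µM or well 3 SD below plate mean, unless failing retest; inactive = the rest, including hits failing retest or dose response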; also: some compounds called inactive have numbers as strong as hits; many of its hits are not listed in these tables
The depositor's hits bear a star; . = not tested or not shown; [ ] = dose if it differs, or a comment.

SMILES | PHOSPHO1 block | MEKK3 PB1 HTS | IMP-1 inh | IDE cell activ | VIM-2 inhibitor | NS3 helicase inh | DNA FID counter | UBC9 SUMO inh | p-CIP stab down
CCNC(=O)NS(=O)(=O)c1cnccc1Nc1cccc(Cl)c1 | -3 | 99 | -3.2 | 2 | -3.6 | 5 | 1 | -9 | -5
O=C(COc1ccccc1)Nc1cc(NC(=O)COc2ccccc2)cc(C(=O)O)c1 | 19 | 106 | -0.8 | 1 | -1.0 | 24 | -31 | 2 | -4
c1nc(NCC2(N3CCOCC3)CCCCC2)c2ccsc2n1 | -3 | 123* | -2.5 | 8 | -2.6 | 3 | 2 | -15 | -7
COc1ccc(OC)c(N=c2ssnc2Cl)c1 | 29 | 95 | -4.2 | 1 | -0.3 | 7 | 12 | -3 | -1
CC12CCC(C(=O)Nc3nc4ccc(Br)cc4s3)(OC1=O)C2(C)C (stereo not given) | 8 | 104 | -2.5 | 4 | -2.5 | 26 | -7 | 5 | 11
Cc1nn(-c2ccccc2)nc1CNC(=O)c1ncoc1-c1ccccc1 | 7 | 97 | -1.9 | 3 | 1.0 | -10 | -18 | -8 | 4
O=C(O)CCC(=O)Nc1cccc(-c2nnc(-c3ccccc3)o2)c1 | 29 | 104 | -4.2 | 1 | -1.4 | 0 | -25 | 8 | -10
CCn1c(SCC(=O)Nc2ccc3c(c2)OCCO3)nnc1C1CC1 | 20 | 99 | -1.7 | 6 | 0.2 | -6 | -12 | -2 | 16
Fc1ccc(NCc2n[nH]c(=S)n2Cc2ccccc2)cc1 | 5 | 120 | -3.1 | 2 | -3.6 | -8 | -16 | -8 | 4
Cc1onc(-c2c(Cl)cccc2Cl)c1C(=O)O/N=C(\C#N)c1ccccc1 | 34 | 97 | -1.5 | 3 | -0.9 | -7 | -3 | 13 | -6
Cc1ccccc1C1=N/C(=C/c2cccs2)C(=O)O1 | 1 | 94 | 1.2 | 6 | -0.9 | 2 | -3 | 4 | 11
COc1ccc(NC(=S)NNC(=O)c2ccco2)c(OC)c1 | 4 | 100 | -3.3 | 2 | -5.7 | 3 | -6 | 11 | 1
COC(=O)c1c(C)cc(OC(C)=O)c(C)c1OC(C)=O | -6 | 95 | -0.1 | 5 | -0.5 | -2 | -4 | 31 | -4
O=C(Nc1n[nH]c(=S)s1)c1ccco1 | 31 | 106 | -0.7 | -14 | -1.0 | 15 | -8 | 5 | -6
CCc1nc(N2CCCC(C)C2)c2oc3ccccc3c2n1 (stereo not given) | 31 | 105 | -5.3 | 0 | -3.1 | -7 | 1 | 0 | -4
CC(C)C(=O)NC(=S)Nc1ccc(S(=O)(=O)N(C)Cc2ccccc2)cc1 | -36 | 106 | -0.2 | -1 | -1.7 | -3 | -14 | 0 | 6
COc1cccc(Oc2nc3ncn(Cc4ccccc4)c3c(=O)n2C)c1 | 19 | 98 | -2.9 | 0 | -0.9 | 3 | -8 | 18 | -4
CCOc1cc(C(=S)N2CCOCC2)ccc1OC | 58 | 99 | -2.1 | 6 | 0.3 | 8 | -4 | 28 | 0
Cc1[nH]n(-c2ccc(Cl)cc2)c(=O)c1/C=N/n1c(C)nc2ccccc2c1=O | 2 | 100 | -3.8 | 3 | -3.7 | 2 | -2 | 6 | -11
Cc1cccc(C)c1NC(=O)c1c(O)c2ccccc2[nH]c1=O | . | 107 | -1.5 | 3 | -0.9 | -1 | -8 | -11 | -9

Single values from the list:
MEKK3 PB1 HTS result of CC(C)C(=O)NC(=S)Nc1ccc(S(=O)(=O)N(C)Cc2ccccc2)cc1 reads 106
VIM-2 inhibitor result of Cc1cccc(C)c1NC(=O)c1c(O)c2ccccc2[nH]c1=O reads -0.9
NS3 helicase inh result of COc1cccc(Oc2nc3ncn(Cc4ccccc4)c3c(=O)n2C)c1 reads 3

(cont.)
SMILES | PHOSPHO1 block | MEKK3 PB1 HTS | IMP-1 inh | IDE cell activ | VIM-2 inhibitor | NS3 helicase inh | DNA FID counter | UBC9 SUMO inh | p-CIP stab down
N#Cc1nnn(-c2cc(Cl)cc(Cl)c2)c1N | 30 | 93 | -3.5 | -1 | -1.3 | 8 | 1 | 8 | -13
O=C(N1CCCC1)n1c(Cc2ccccc2)nc2ccccc21 | -4 | 111 | -2.2 | 0 | -3.3 | 1 | -18 | 0 | -3
CC(=O)NS(=O)(=O)c1ccc(NC(=O)c2ccccc2F)cc1 | 13 | 102 | -1.4 | -4 | -0.3 | -3 | -2 | 27 | -10
COc1cccc(CNC(=O)C2CCC(CNc3c(N4CCC(C)CC4)c(=O)c3=O)CC2)c1 (stereo not given) | 46 | 101 | -4.2 | 0 | -2.8 | -15 | -39 | -16 | 5
O=C(N/N=C(\Cc1ncc[nH]1)c1ccccc1)c1ccccc1 | 9 | 110 | -2.6 | . | -0.2 | -12 | -12 | 4 | -4
Cc1ccc(Nc2nc(OC(C(F)(F)F)C(F)(F)F)nc(N3CCOCC3)n2)cc1 | 9 | 107 | -2.9 | 4 | -1.6 | 0 | -10 | -14 | 0
N#CCC(=O)Nc1sc2c(c1C(N)=O)CCCC2 | -7 | 102 | -3.7 | -1 | -4.8 | 12 | -21 | -9 | -1
Nn1c(SCC(=O)Nc2ccc(F)cc2)nnc1C1CCCCC1 | -7 | 86 | -1.9 | 1 | -4.5 | 7 | -8 | 18 | -5
O=C(NCc1ccco1)c1ccc(Br)s1 | -2 | 106 | -1.1 | 7 | -1.6 | 1 | -1 | 14 | -7
Cc1ccccc1NS(=O)(=O)c1cc(C(=O)Nc2cccc([N+](=O)[O-])c2)ccc1C | -17 | 122 | -2.5 | -1 | -4.3 | -7 | 8 | -18 | 4
COc1ccccc1CNC(=O)c1ccc(OCc2c(C)noc2C)c(OC)c1 | -31 | 2.0*[inhibitor] | -1.6 | 4 | -0.1 | 0 | -24 | -5 | -6
O=C(NCc1cccc(Cl)c1)c1ccc2c(c1)OCO2 | 14 | 92 | -2.1 | 0 | -3.6 | 9 | -3 | 14 | 10
Cc1cccc(NC(=S)NCCN2CCOCC2)c1C | -8 | 109 | -2.9 | 3 | -1.4 | -2 | -3 | 1 | -1
Cc1cccc(NC(=S)N/N=C/c2ccc([N+](=O)[O-])s2)c1 | 52 | 86 | -2.5 | -3 | -2.3 | 8 | 10 | 25 | -31
Fc1ccccc1CN(CCN1CCOCC1)C(=S)Nc1ccccc1Cl | 14 | 100 | -2.5 | 2 | 0.4 | 4 | 9 | 8 | 2
COc1ccc(-c2cn(-c3ccc(C)cc3)c(=O)n2CC(=O)Nc2cccc(F)c2)cc1 | -12 | 83 | -2.0 | 0 | -0.5 | 0 | -2 | -6 | -1
COc1ccc(S(=O)(=O)N(C)CC(=O)Nc2ccc(C)cc2)cc1OC | 18 | 102 | -2.8 | 4 | -2.3 | 8 | -5 | 26 | -4
Cc1ccc(C(=O)CSc2cc(C)[nH]c(=O)n2)cc1 | 41 | 98 | -5.2 | 0 | -5.7 | 18 | -30 | 16 | -3
O=c1c2c(nc3nc(CCc4ccccc4)[nH]n13)CCC2 | 30 | 95 | 0.2 | -3 | 0.3 | -7 | 1 | -31 | 16
COc1ccc(-c2cc(C(=O)OC(C)C(=O)Nc3c(C)n(C)n(-c4ccccc4)c3=O)c3ccccc3n2)cc1 (stereo not given) | -19 | 102 | 0.5 | 1 | 0.0 | -9 | -2 | 8 | -8
COc1cc(OC)c(/C=N/NC(=O)Cn2nc([N+](=O)[O-])cc2C)c(OC)c1 | 37 | 102 | -3.4 | -5 | -2.7 | 0 | -5 | 13 | -4
O=C(/C=C/c1ccco1)Nc1ccc(Oc2ccccc2)cc1 | 34 | 103 | -3.4 | 3 | -1.3 | 6 | -8 | -6 | -10
C=CCn1c(N)c(S(=O)(=O)c2cccs2)c2nc3ccccc3nc21 | -21 | 98 | -2.4 | 6 | -2.0 | 0 | -7 | 5 | -13
Cc1ccc(C2C(C#N)=C(N)Oc3c2oc(CO)cc3=O)o1 (stereo not given) | 7 | 113 | . | 6 | . | . | . | 16 | 2
CCc1noc2c1/C(=N\O)CC(c1ccccc1)C2 (stereo not given) | 6 | 106 | -1.9 | 5 | -2.7 | -7 | -6 | -6 | -7
Cc1ccc(S(=O)(=O)N2CCOCC2)cc1NC(=O)CNCC1CCCCC1 | -21 | 100 | -2.5 | 6 | -0.9 | -12 | 9 | -8 | 0
COc1ccc(C=NC(CO)C(O)c2ccc([N+](=O)[O-])cc2)cc1 (stereo not given) | 31 | 102 | 0.7 | -3 | 2.3 | 2 | 2 | 0 | -10
O=C(c1ccc(Cl)c([N+](=O)[O-])c1)N(Cc1ccccc1)C1CCS(=O)(=O)C1 (stereo not given) | 10 | 96 | 0.1 | -2 | -1.1 | 1 | -7 | -11 | -13
O=S(=O)(c1ccc(F)cc1)N1CCC(N2CCN(c3ccccc3)CC2)CC1 | . | . | -1.4 | . | -1.1 | -6 | 2 | . | .
NC(=O)C(=O)NN=C1C2CC3CC(C2)CC1C3 | 28 | 66 | -0.8 | 6 | -0.6 | 9 | -1 | 19 | -9
COc1ccccc1CN1CC(C(=O)N(CCO)Cc2cccs2)CCC1=O (stereo not given) | 32 | 105 | -3.4 | 4 | -0.5 | 11 | -40 | 17 | -16
c1ccc(CSCc2nc3ccccc3[nH]2)cc1 | 6 | 103 | -2.7 | 1 | -0.1 | 9 | -4 | 20 | -2
O=C(CCCc1ccccc1)Nc1cccnc1Cl | 39 | 98 | -2.5 | 9 | 0.4 | 12 | 1 | -6 | 10
COc1cccc(-n2nnnc2SCC(=O)NCCc2ccccc2)c1 | -3 | 104 | -2.7 | 5 | -1.3 | 1 | -16 | 2 | -21
CCc1c(C#N)c(SCCC(=O)Nc2cccc(OC)c2)nc2c1C(=O)CC(C)(C)C2 | 8 | 103 | -0.5 | -1 | 0.6 | -12 | -14 | -18 | 6
COc1ccc(CNc2ccccc2SC)cc1OC | 38 | 109 | -3.0 | 3 | -2.3 | 1 | -5 | 7 | -7
CCN(CC)/C(N)=N/c1nc(C)cc(C)n1 | 37 | 101 | -2.1 | 8 | -0.8 | 25 | -4 | 0 | -2
Cc1cc(C)cc(C(=O)NCCN2CCOCC2)c1 | 45 | 105 | -2.9 | 3 | 0.1 | 13 | -1 | -3 | -7
CC(C)C[C@H](NC(=O)OC(C)(C)C)C(=O)N1CCC(C(=O)N[C@@H](Cc2c[nH]c3ccccc23)C(=O)O)CC1 | 42 | 107 | 0.2 | 1 | -1.7 | 10 | -26 | 11 | -1
Cc1c(C)n(Cc2ccc(Cl)cc2)c2ccc(C(=O)NCCN3CCOCC3)cc12 | 18 | 101 | -3.0 | 6 | -1.3 | -70 | 1 | -13 | 3
Cc1ccc(NC(=O)CSc2ccc3nnc(-c4cccnc4)n3n2)cc1 | -17 | 103 | 0.1 | 0 | 0.6 | 4 | -12 | 2 | 4
CCCOc1ccc(C2c3c(oc4cc(C)c(C)cc4c3=O)C(=O)N2CCCN(C)C)cc1 (stereo not given) | -23 | 97 | -2.8 | 9 | -0.6 | -5 | -7 | 13 | -3

High-throughput results: PubChem BioAssay, several laboratories

This is a subset. The share of hits here may be higher or lower than overall.
